HT1080NT lethal: kills 2HG-producing HT-1080-NT fibrosarcoma cells | Potency, µM (titrated, usually from 46.1 µM), inactives show at the highest dose activity, negative = less viability, most hits filed as cytotoxic | HT-1080-NT fibrosarcoma viability, CellTiter-Glo ATP luminescence, 48 h | AID 686970 | hit rate 1.6% among 360,000;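 further: NT is the 2HG producing partner of a matched IDH1 knockdown line; potency means the concentration at half of the fitted maximal effect; 0% = DMSO-treated cells and -100% = media-only wells without cells; nearly all actives have a fitted effect of over 55% in size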
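Read-out is CellTiter-Glo luminescence after 10 minutes at room temperature, following 48 hours' compound treatment of HT-1080-NT cells (750 cells/well, RPMI, 5% FBS, 37 degrees C).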
GLP-1R agonist: agonists of human GLP-1 receptor | HEK293 GLP-1R CRE-luciferase, luminescence, 4-6 h; cells express a hypersensitive GLP-1R form | Potency, µM (highest dose often 45.6 µM), inactives show at the highest dose activation, most hits filed as activators | hit rate 0.007% among 380,000; further: potency means the concentration at half of the fitted maximal effect; % of control where 0% means no effect
Target sequence (P43220 whole entry, looked up): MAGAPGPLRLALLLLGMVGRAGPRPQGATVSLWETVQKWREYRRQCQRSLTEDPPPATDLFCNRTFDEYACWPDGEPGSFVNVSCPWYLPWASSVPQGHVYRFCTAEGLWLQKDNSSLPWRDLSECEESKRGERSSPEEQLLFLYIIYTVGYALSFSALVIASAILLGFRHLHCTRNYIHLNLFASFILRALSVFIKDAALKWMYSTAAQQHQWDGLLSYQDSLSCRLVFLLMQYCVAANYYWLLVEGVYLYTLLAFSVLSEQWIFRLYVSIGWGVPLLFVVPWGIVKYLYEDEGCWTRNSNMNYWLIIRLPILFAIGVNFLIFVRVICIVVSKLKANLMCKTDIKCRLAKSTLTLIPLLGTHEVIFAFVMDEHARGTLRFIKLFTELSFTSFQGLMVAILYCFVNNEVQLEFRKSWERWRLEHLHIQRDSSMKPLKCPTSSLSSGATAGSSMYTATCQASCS
HT1080 IDH1KD tx: HT-1080 IDH1 knockdown cell toxicity (counter line); HT-1080 IDH1 knockdown viability, ATP luminescence, 48 h; Potency, µM (series often up to 46.1 µM), inactives show top-dose activity, negative = toxicity, actives largely listed as cytotoxic; hit rate 2% among 360,000; AID 686971;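 further: potency means the concentration at half of the fitted maximal effect; 0% = DMSO wells and -100% = cell-free medium wells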
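Cytotoxicity counter-line: IDH1KD HT-1080, 48 h, CellTiter-Glo. Curves classed by r2, magnitude and activity.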
KB-V1 MDR tox: kills drug-selected multidrug resistant KB-V1 cells; KB-V1 MDR cells viability, CellTiter-Glo, 72 h; AID 1347076; hit rate 3.4% among 400,000; Potency, µM (titrated, usually from 46.1 µM), inactives show at the top dose activity change, negative = cytotoxicity, most hits filed as cytotoxic; further: potency means the concentration at half of the fitted maximal effect; on the % scale 0 is the no-effect control and ±100 the full control effect; nearly all actives have a fitted effect of over 60% in size
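KB-V1 MDR subline cells in DMEM (phenol-red free, 10% FBS) exposed to compounds in qHTS concentration series for 72 h at 37 degrees C. Viability read by CellTiter-Glo luminescence; concentration-effect curves fitted after normalization and correction.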
IL-1B inflam inh: inhibitors of inflammasome signaling (IL-1 beta secretion) | activity change, % at 57.5 µM | AID 743279 | THP-1 LPS/ATP IL-1B secretion, AlphaLISA, 16 h; stronger effect = lower value | hit rate 4.7% among 360,000; in the data active means activity change below about -50%; inconclusive means mostly about -30% to -49%; further: on the % scale 0 is the no-effect control and ±100 the full control effect
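THP-1 cells pretreated 1 hr with compounds (up to 57.5 uM final), then stimulated with LPS (250 ng/mL final) plus ATP (1.25 mM final); secreted IL-1B measured by AlphaLISA after 16 hr, decreased signal indicating inhibition.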
DRD3 antagonist: antagonists of human D3 dopamine receptor; D3R cells, DiscoveRx beta-arrestin luminescence, antagonist mode; stronger effect = lower value; max response, negative = inhibition, %; hit rate 2.5% among 360,000; AID 652054; in the data active means max response below about -50%; inconclusive means no clear call, values can overlap the other calls; further: on the % scale 0 is the no-effect control and ±100 the full control effect; mostly tested at two doses, the higher about 12 µM
Target sequence (P35462 whole entry, looked up): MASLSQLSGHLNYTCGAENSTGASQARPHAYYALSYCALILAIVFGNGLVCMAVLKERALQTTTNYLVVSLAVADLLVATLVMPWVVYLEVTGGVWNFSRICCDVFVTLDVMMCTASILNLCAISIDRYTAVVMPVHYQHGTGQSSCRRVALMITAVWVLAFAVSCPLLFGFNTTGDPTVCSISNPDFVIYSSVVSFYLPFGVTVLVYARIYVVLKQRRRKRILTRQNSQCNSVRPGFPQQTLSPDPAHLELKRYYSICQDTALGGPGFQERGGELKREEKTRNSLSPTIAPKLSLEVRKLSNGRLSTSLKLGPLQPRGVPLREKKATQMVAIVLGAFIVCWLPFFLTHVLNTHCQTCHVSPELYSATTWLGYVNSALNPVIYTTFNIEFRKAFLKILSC
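Cells plated overnight at 1500 cells/well, then exposed to library compounds with dopamine controls for 90 minutes at 37 degrees C. DiscoveRx reagent added for 30–60 minutes at room temperature; luminescence read, quantitative HTS format.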
D3 ag: D3 dopamine receptor (human) agonism | max activation, % | hit rate 0.58% among 410,000 | P35462 | D3R DiscoveRx beta-arrestin cells, luminescence, 90 min | AID 652048; in the data active means max activation above about 30%; further: 0% is about no effect; mostly tested at two doses, the higher about 12 µM
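Agonist-mode cell screen: cells plated at 1500/well and incubated overnight at 37 °C, then exposed to library compounds for 90 min at 37 °C. Detection reagent was added for 30–60 min at room temperature, and luminescence was read.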
KB-3-1 cytotox: kills parental KB-3-1 adenocarcinoma cells. hit rate 1.4% among 400,000. Potency, µM (series often up to 46.1 µM), for the others: at the top dose activity change, negative = cytotoxic, usual class: cytotoxic. KB-3-1 viability, CellTiter-Glo ATP luminescence, 72 h. AID 1347075; further: potency means the concentration at half of the fitted maximal effect; on the % scale 0 is the no-effect control and ±100 the full control effect; nearly all actives have a fitted effect of over 60% in size
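Cells are dispensed, compounds pinned in, plates held at 37 °C for 72 h, then CellTiter-Glo is added and luminescence read after 10 minutes. Cell line: parental KB-3-1 in phenol-red-free DMEM, 10% FBS.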
SW480 rereplic: DNA re-replication induction in SW480 cells; SW480 DNA re-replication, Hoechst DNA content imaging, 48 h; hit rate 1.8% among 340,000; Potency, µM (series often up to 46.1 µM), for the others: at the highest dose re-replication activation, usual class: activators; further: potency means the concentration at half of the fitted maximal effect; % of control where 0% means no effect; nearly all actives have a fitted effect of over 55% in size
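Image-based read-out: total Hoechst fluorescence of nuclei (405 nm excitation, 500-530 nm emission), with hits raising the fraction of high-intensity nuclei. SW480 colon cells incubated 48 hr with compounds at 37 C.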
Numbers without * were called inactive; ? = inconclusive; nt = no result given. Unless noted, the call rests on the fitted dose curve; in most records, active means well fitted curve in the direction sought with a large enough effect; inconclusive means small, poorly fitted or top-dose-only effect, or another doubt; inactive means no such curve, though single readings can be large; an effect the other way counts as inactive or inconclusive.

SMILES	HT1080NT lethal	GLP-1R agonist	HT1080 IDH1KD tx	KB-V1 MDR tox	IL-1B inflam inh	DRD3 antagonist	D3 ag	KB-3-1 cytotox	SW480 rereplic
Cc1ccsc1C(=O)N(C)CC(=O)Nc1ccccc1Br	2%	-5%	12%	-23%	-3	4	2	-5%	-3%
CCOc1cc(NC(=S)NCCCN(C)C)c(OCC)cc1NC(=O)C1CC1	0%	8%	10%	-3%	41	12	-21	-2%	-5%
COc1ccc(C2C3=C(CC(C)(C)CC3=O)Oc3ncn4nc(-c5cccnc5)nc4c32)cc1 (stereo not given)	24%	7%	1%	6%	10	-4	0	11%	4%
O=C(c1ccc(Cl)s1)N1CCN(S(=O)(=O)c2ccc(Cl)cc2)CC1	-3%	3%	-1%	-12%	-9	-5	-8	-21%	0%
C/C(=N\NC(=O)C1(C)CC1(Br)Br)c1ccc(NC(=O)c2ccc(C)o2)cc1 (stereo not given)	0%	-17%	-9%	21µM*	51	15	5	?	2%
O=c1[nH]c(/C=C2\C=Nc3ccccc32)c(O)n1Cc1ccccc1F	-22%	8%	?	-29%	-97*	9	5	?	0%
CC(=O)Nc1nc(C(F)(F)F)cs1	20%	-4%	14%	4%	0	21	4	?	424%
O=C(NCc1ccccc1)C1CCN(C(=O)Cc2ccccc2)CC1	0%	-1%	4%	-21%	14	?	3	1%	-3%
C[C@@H]1C(c2ccccc2)=NN(c2ccccc2)[C@H]1C(=O)N1CCOC1=O	-21%	0%	?	0%	-19	11	-9	0%	?
C[C@@H]1CN([C@H](C)CO)C(=O)CCCn2nncc2CO[C@H]1CN(C)S(=O)(=O)c1ccc(F)cc1	10%	8%	-13%	16%	-15	?	-9	12%	nt
CCc1cc(CNC(=O)c2ccc(OC)c(OC3CCN(C(C)C)CC3)c2)on1	0%	-14%	-5%	0%	8	-12	-5	-1%	-6%
O=c1[nH]cc(Cc2ccccc2)c(=O)[nH]1	2%	0%	10%	0%	-10	7	9	-8%	nt
C[n+]1ccccc1/C=C/c1ccc(F)c(F)c1	-4%	-3%	-5%	-5%	0	2	-9	-17%	-1%
Cc1ccccc1OCCN1C(=O)NC2(CCc3ccccc32)C1=O (stereo not given)	-17%	23%	-12%	23µM*	-4	-20	-9	-18%	1%
CN1/C(=C\C=Nc2cc(S(=O)(=O)N3CCOCC3)ccc2N2CCOCC2)C(C)(C)c2ccccc21	-2%	1%	3%	?	-6	14	1	7%	4%
COc1cc(C(=S)N2CCOCC2)ccc1OC(=O)c1cccc(C)c1	-1%	11%	3%	4%	0	16	9	16%	-10%
CC(CCc1ccccc1)NC(=O)C1CCCN(C(=O)c2cc3sccc3n2C)C1 (stereo not given)	-21%	0%	?	-26%	-12	-7	0	-19%	6%
Cc1ccc(S(=O)(=O)N2CCCN(C(=O)c3ccc(-n4nccc4C)cc3)CC2)cc1	5%	15%	3%	10%	-3	-17	0	-1%	0%
COc1cccc(-c2nc3ccccc3s2)c1	-4%	2%	-3%	?	0	20	7	3%	-3%
COc1cc(NC(=O)c2ccc(S(=O)(=O)N(C)c3ccccc3)cc2)cc(OC)c1	13%	2%	-12%	?	-17	1	17	0%	-32%
CCc1nnc(NS(=O)(=O)c2ccc(NC(=O)c3cccc4ccccc34)cc2)s1	-17%	1%	-13%	?	12	-1	-8	16%	6%
COc1ccc(OCC(=O)N2CCCC(Nc3ccc(C)c(C)c3)C2)cc1 (stereo not given)	-2%	-4%	14%	0%	27	32	3	0%	nt
C=C(C)CSc1cc(C)c(C#N)c2nc3ccccc3n12	-8%	11%	-5%	0%	-21	11	4	-9%	?
O=C(Nc1ccc(F)cc1Cl)C1CCN(C(=O)Nc2ccccc2)CC1	2%	2%	3%	7%	4	-1	-2	4%	-22%
O=S(=O)(N/N=C1/CC(c2ccccc2)Oc2ccccc21)c1ccc(Br)cc1 (stereo not given)	-12%	-12%	-23%	23µM*	2	22	0	18µM*	?
O=C(CN1CCOCC1)NCc1ccccc1Cl	-1%	5%	7%	19%	3	-2	-9	-3%	-14%
COc1cccc(C2C(C(=O)Nc3ccccc3)=C(C)N=c3s/c(=C/c4ccc(OCC(=O)O)cc4)c(=O)n32)c1 (stereo not given)	3%	-2%	12%	15%	1	-21	0	-5%	-4%
C[C@@H](C(=O)Nc1ccc2ccccc2c1)[C@H]1C[C@]1(C)[C@H](NC(=O)c1cnccn1)c1ccccc1	-4%	-3%	-9%	?	-52*	4	4	20%	?
CCOC(=O)N1CCN(CC(=O)N2c3ccccc3CCc3ccccc32)CC1	9%	6%	4%	2%	1	-7	-1	1%	-11%
COc1ccc(-c2cnc(NCc3cc4c(cc3[N+](=O)[O-])OCO4)n2C)cc1	-2%	0%	-13%	6%	-51*	54	-12	2%	-6%
Cn1nnnc1SCCNC(=O)C1CCC(=O)N(Cc2ccc(Cl)cc2)C1 (stereo not given)	-5%	-6%	-4%	23%	9	4	-4	-2%	7%
CCNc1nc(C23CC4CC(CC(C4)C2)C3)cs1	-15%	5%	-23%	4%	-2	6	6	0%	?
O=C(CSc1nc(=O)n2ccccc2n1)N1CCC(Cc2ccccc2)CC1	-1%	0%	1%	?	-2	?	-20	4%	-9%
Cc1ccc([C@@H]2CC(=O)[C@@H]3CN(S(=O)(=O)c4ccc(C)cc4)[C@H](c4cccc(Cl)c4)C[C@@H]3N2S(=O)(=O)c2ccc(Cl)cc2)cc1	1%	-5%	8%	3%	12	-8	2	-16%	nt
CCCNS(=O)(=O)c1ccc(OCC(=O)NCc2ccco2)cc1	5%	-5%	1%	?	13	25	-4	1%	0%
CCCN(C(=O)C(NC(=O)c1ccccc1)C(C)C)c1c(N)n(Cc2ccccc2)c(=O)[nH]c1=O (stereo not given)	11%	-2%	-8%	0%	16	-18	5	-4%	-2%
O=C(NCc1ccco1)C1CC(=O)N(c2ccc(F)cc2)C1 (stereo not given)	11%	-6%	8%	13%	10	-3	5	7%	-5%
COc1ccc(NC(=S)Nc2ccc(OCc3ccccc3)cc2)cc1OC	1%	9%	0%	-15%	-11	26	-7	-2%	1%
Cc1ccc(-c2nn3c(C)nnc3s2)cc1NC(=O)c1ccc(-c2cccc(Cl)c2)o1	?	-3%	?	?	104	3	7	?	?
COc1cc(OC)c(OC)cc1CNCc1ccco1	20%	3%	2%	0%	-8	-24	-24	-1%	-11%
CC1CCCC(N2C(=O)NC(NC(=O)c3ccco3)(C(F)(F)F)C2=O)C1C (stereo not given)	-16%	-1%	-2%	1%	3	10	-1	0%	-1%
CCCN1C(=O)c2ccccc2NC1c1ccc(Cl)cc1 (stereo not given)	-1%	-1%	-3%	?	28	-5	-1	0%	-33%
O=C1Nc2cnc(Cl)nc2Nc2ccccc21	3%	?	2%	?	19	0	-6	-2%	nt
CC(=O)Nc1ccc(S(=O)(=O)N(C)c2ccc(OCC(=O)OCC(=O)N3CCCCC3)cc2)cc1	-24%	-16%	-29%	3%	-24	6	6	-5%	-2%
Cc1ccc(N(C(=O)c2csnn2)C(C(=O)NC2CCCCC2)c2ccccn2)c(C)c1 (stereo not given)	4%	8%	2%	-7%	16	3	6	-3%	-4%
Cc1ccc(NC(=O)CNNC(=O)c2cccc([N+](=O)[O-])c2)cc1[N+](=O)[O-]	-17%	13%	-9%	5%	7	-19	-8	18%	6%
O=C(Nc1c[nH]c2c(Cl)cccc2c1=O)N1CCN(c2ccccn2)CC1	6%	6%	9%	4%	40	1	3	14%	-9%
CCc1oc(C(=O)O)cc1CN(CC)CC	-4%	-3%	1%	-6%	7	-66*	-5	-3%	1%
Cc1ccccc1NC(=O)CCNS(=O)(=O)c1cccc2nsnc12	15%	6%	19%	-6%	-5	?	-8	-4%	-12%
COc1ccc(NS(=O)(=O)c2cccc(C(=O)NCC3CCCO3)c2)cc1 (stereo not given)	4%	0%	-2%	11%	17	-2	8	-1%	-16%
CN(C)S(=O)(=O)c1ccc(Cl)c(NC(=O)CN2C(=O)NC(C)(C3CC3)C2=O)c1 (stereo not given)	0%	-5%	3%	15%	7	4	4	?	?
CCn1c(C)nnc1SCC(=O)Nc1ccccc1OC	16%	-2%	13%	2%	16	-3	3	-1%	-2%
COC(=O)c1ccccc1NC(=O)C1CC(=O)N(c2ccc(C)c(C)c2)C1 (stereo not given)	19%	12%	0%	21µM*	17	-10	0	-1%	87%
O=C(NCc1ccccn1)Nc1ccccc1F	18%	-2%	12%	25%	-10	4	2	21%	-5%
O=C(c1ccco1)N1CCN(C2=NS(=O)(=O)c3ccccc32)CC1	17%	-4%	16%	10%	0	6	2	15%	2%
COc1cccc(C(C)(O)c2nc(-c3ccc(F)c(Cl)c3)cs2)c1 (stereo not given)	?	4%	-28%	9%	-23	-5	-4	0%	nt
O=C(CC1SC(=NC2CCCCC2)NC1=O)Nc1ccccc1 (stereo not given)	-4%	0%	7%	5%	9	-16	-7	19%	3%
CN(c1ccccc1C(=O)Nc1ccc(S(=O)(=O)N2CCOCC2)cc1)S(=O)(=O)c1ccccc1	5%	-5%	8%	-2%	0	-16	1	7%	-28%

One compound at a time, from the list above.
Entry for `O=C(NCc1ccccn1)Nc1ccccc1F` → HT1080NT lethal: 18%; GLP-1R agonist: -2%; HT1080 IDH1KD tx: 12%; KB-V1 MDR tox: 25%; IL-1B inflam inh: -10; DRD3 antagonist: 4; D3 ag: 2; KB-3-1 cytotox: 21%; SW480 rereplic: -5%
Entry for `CCc1nnc(NS(=O)(=O)c2ccc(NC(=O)c3cccc4ccccc34)cc2)s1` → HT1080NT lethal: -17%; GLP-1R agonist: 1%; HT1080 IDH1KD tx: -13%; KB-V1 MDR tox: ?; IL-1B inflam inh: 12; DRD3 antagonist: -1; D3 ag: -8; KB-3-1 cytotox: 16%; SW480 rereplic: 6%
